# NTR1 agonist: agonists of NTR1, primary screen, imaging, U2OS cells, beta-arrestin-GFP, high content (AID 493036) | Neurotensin receptor type 1 (Homo sapiens), P30989 | NTR1-U2OS beta-arrestin-GFP spot imaging, agonist mode | activation, % at 20 µM | 330,000 tested, 0.17% active;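 active means activation at or above 40% of the spot to cytoplasm intensity ratio, with at least 20 cells analyzed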;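 further: 0% = DMSO without peptide and 100% = 100 nM NTR1 peptide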
# Target sequence (P30989 whole entry, looked up): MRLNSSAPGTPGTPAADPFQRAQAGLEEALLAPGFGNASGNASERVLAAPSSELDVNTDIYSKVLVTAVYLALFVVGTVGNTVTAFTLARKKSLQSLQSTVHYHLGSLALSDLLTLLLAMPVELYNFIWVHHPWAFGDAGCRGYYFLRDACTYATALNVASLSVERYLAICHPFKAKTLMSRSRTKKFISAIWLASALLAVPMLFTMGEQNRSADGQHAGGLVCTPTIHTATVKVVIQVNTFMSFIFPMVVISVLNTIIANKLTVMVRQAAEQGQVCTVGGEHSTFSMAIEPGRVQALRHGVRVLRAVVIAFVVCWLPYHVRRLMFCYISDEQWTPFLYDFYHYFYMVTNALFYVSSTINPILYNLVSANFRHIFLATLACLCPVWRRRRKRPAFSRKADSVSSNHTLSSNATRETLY
# Siah-1 displacement: Siah-1 peptide-binding antagonists, primary screen, biochemical, fluorescence polarization, rhodamine-plectin, uHTS (AID 1817); Siah-1 / rhodamine-plectin peptide fluorescence polarization; higher % means a stronger effect; 290,000 tested, 0.02% active; one-dose displacement, % at 20 µM; IC50 in µM for titrated hits; E3 ubiquitin-protein ligase SIAH1 (Homo sapiens);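 active means displacement of at least 50% at 20 µM, with a fluorescence ratio check between 0.3 and a set limit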;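 further: plate controls were Siah plus tracer with DMSO for no effect and tracer alone without Siah for full effect; strong numbers were not always called active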
# GPR35 antagonists: GPR35 antagonists blocking zaprinast-driven arrestin recruitment, primary screen, imaging, U2OS, beta-arrestin-GFP, zaprinast agonist (AID 2058) | G-protein coupled receptor 35 (Homo sapiens) | 290,000 tested, 0.052% active | U2OS GPR35 beta-arrestin-GFP translocation imaging, zaprinast antagonism; higher % means a stronger effect | one-dose inhibition, % at 10 µM; IC50 in µM for titrated hits;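 active means inhibition of at least 50% with at least 30 cells and total cytoplasm GFP at most 10,000,000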
# MgcRacGAP inhibition: MgcRacGAP GTPase-activating activity inhibitors, confirmation, biochemical, ADP Hunter fluorescence; Rac GTPase-activating protein 1 (Homo sapiens); MgcRacGAP-stimulated Rac1 GTP hydrolysis, ADP Hunter fluorescence; higher % means a stronger effect; GST-tagged Rac1 F28L mutant substrate; one-dose inhibition, % at 30 µM; IC50 in µM for titrated hits; 340,000 tested, 0.6% active;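 active means first-screen hits whose inhibition reached a set limit at any dose in the follow-up dose series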;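 further: fluorescence reports GDP produced by GAP-driven GTP hydrolysis; strong numbers were not always called active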
# GPR55 antagonists: GPR55 antagonists blocking LPI-driven arrestin recruitment, primary screen, imaging, U2OS, beta-arrestin-GFP, LPI agonist (AID 2013) | G-protein coupled receptor 55 (Homo sapiens) | U2OS GPR55 beta-arrestin-GFP translocation imaging, LPI antagonism; higher % means a stronger effect | one-dose inhibition, % at 10 µM; IC50 in µM for titrated hits | 290,000 tested, 0.13% active;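 active means spots per cell inhibited over 60%, with over 100 cells counted and total cytoplasm intensity under 500,000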;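 further: U2OS cells stably carrying GPR55 and arrestin-GFP stimulated by 5 µM LPI near EC80; imaged beta-arrestin-GFP aggregate spots per cell after agonist stimulation; plate controls were LPI-stimulated DMSO wells for no effect and DMSO wells without LPI for full effect; some results filed as inactive read as strong as hits; confirmed hits need IC50 under 10 µM and bright autofluorescent wells are also inconclusive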
# PhoP inhibition: inhibitors of PhoP regulon expression, primary screen, Salmonella Typhimurium, GFP reporter (AID 1863); S. Typhimurium PhoP-regulated promoter GFP reporter, 4 h; higher % means a stronger effect; one-dose inhibition, % at 50 µM; IC50 in µM for titrated hits; 300,000 tested, 0.16% active;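 active means inhibition over 29.93%, a cutoff 3 SD above the screen mean, later confirmed by dose response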;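 further: 0% = low Mg2+ inducing control and 100% = high Mg2+ repressing control; strong numbers were not always called active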
# HIV peptide binding: inhibitors of HIV fusion peptide binding, primary screen, biochemical, uHTS, fluorescence dequenching (AID 1986); cell-free peptide binding, fluorescence dequenching, 30 min; higher % means a stronger effect; inhibition, % at 20 µM, or IC50 in µM where a hit was titrated; 290,000 tested, 0.3% active; in the data active means inhibition mostly above about 52%, no sharp cut-off; inactive means mostly below about 76%; further: some results filed as inactive read as strong as hits
# Myeloid diff 2: induction of myeloid progenitor differentiation, primary screen, cell-based, flow cytometry, MLPCN library | 360,000 tested, 1% active | AID 624256, 2012 | ER-HoxA9 myeloid progenitors, lysozyme-GFP differentiation | calls only at 10 µM;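 active means normalized GFP-positive differentiation at or above the plate's own cutoff, the solvent-only control mean plus 3 SD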;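 further: cells exposed to compound for four days before flow analysis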
# LYP inhibition: inhibitors of LYP phosphatase, biochemical, fluorescence intensity, uHTS (AID 1779). inhibition, % at 11.5 µM, or IC50 in µM where a hit was titrated. Tyrosine-protein phosphatase non-receptor type 22 (Homo sapiens). 290,000 tested, 0.054% active. recombinant LYP phosphatase, fluorescence intensity; higher % means a stronger effect; in the data active means inhibition above about 50%;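 further: plate controls were vehicle with enzyme for no effect and no enzyme for full effect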
# NTR1 agonist cell count 20 µM: recorded beside NTR1 agonist, whose call it bears; cell count; measured here: cell count, cytotoxicity flag
# Myeloid diff 2 GFP+ MAC1+ %: further read-out of Myeloid diff 2, marked with its call; GFP+ MAC1+ double positive, %; measured here: differentiation confirmed by MAC1 staining
# * hit, by the source's call; i = inactive; / = no result given; + = active, no number.
SMILES,NTR1 agonist,NTR1 agonist cell count 20 µM,Siah-1 displacement,GPR35 antagonists,MgcRacGAP inhibition,GPR55 antagonists,PhoP inhibition,HIV peptide binding,Myeloid diff 2,Myeloid diff 2 GFP+ MAC1+ %,LYP inhibition
CCCN(CCC)CC(O)Cn1cc(/C=C/C(=O)c2cccs2)c2ccccc21 (configuration not stated),/,/,0%,4%,3%,8%,-23%,41%,+,0.3*,-1%
Cc1nc(SCC(=O)Nc2cccnc2Cl)nc(C)c1C,-1.8,54,-5%,-12%,2%,3%,-4%,-2.8%,i,0.8,-10%
O=C1NCCN/C1=C\C(=O)c1cccc(Br)c1,-0.1,44,5%,-3%,-6%,-1%,1%,-0.3%,i,1.1,-6%
COc1ccc(/C=N/OCc2nc3c4c(ncn3n2)Oc2ccc3ccccc3c2C4c2ccccc2)cc1 (configuration not stated),16,95,-7%,11%,7%,2%,4%,-3.6%,i,0.7,-4%
ON1C(c2ccccc2)CC2(O)c3nonc3CCC12 (configuration not stated),0.6,68,-1%,8%,2%,19%,-7%,1.7%,i,0.9,2%
COc1cccc(NC(=O)COC(=O)CCn2c(C)csc2=O)c1,1.3,78,/,/,1%,/,5%,/,i,0.4,/
O=C(NNc1nc(-c2ccccc2)cs1)c1ccco1,0.7,40,-5%,7%,11%,4%,40%,9.5%,i,0.1,4%
CCC(C)NC(=O)Cn1cnc2sc(C)cc2c1=O (configuration not stated),1.7,52,-4%,-2%,-1%,-2%,1%,0.2%,i,2.8,-15%
COc1ccc([N+](=O)[O-])cc1NC(=O)Cc1ccccc1Cl,-1.2,60,14%,3%,4%,5%,-2%,-2.5%,i,0.3,-4%
CC(C)C(=O)Nc1ccc([N+](=O)[O-])cc1Br,1.2,43,3%,4%,0%,-2%,-7%,1.2%,i,0.5,-4%
COc1cc2c(c(OC)c1OC)-c1c(cc3c(c1OC)OCO3)C[C@H](C)[C@@](C)(O)C2,-0.5,52,-1%,12%,4%,1%,0%,1.2%,i,1.8,-2%
CCCN1C(=O)C(O)(C2COC(C)(C)CC2=O)c2ccccc21 (configuration not stated),-1.2,46,1%,13%,6%,2%,/,-1.6%,i,0.8,-6%
COc1ccc(NC(=O)C2CCCN2S(=O)(=O)c2ccc(C)cc2)cc1 (configuration not stated),3.2,60,8%,-6%,5%,-8%,2%,-1.5%,i,0.7,-8%
COC(=O)C1=C(CSc2nccn2C)NC(=O)NC1c1cc(C)ccc1C (configuration not stated),-0.4,89,-3%,5%,1%,-10%,-9%,-4.0%,i,7.3,-6%
CC(C)CN(C(=O)Cn1nnc(-c2ccc(F)cc2)n1)C1CCS(=O)(=O)C1 (configuration not stated),0.3,61,/,/,-1%,/,10%,/,i,0.6,/
O=C1/C(=C/c2ccccc2)N=C(N2CCOCC2)N1c1cccc(Cl)c1,17,56,2%,3%,6%,4%,8%,2.5%,i,0.6,-2%
CCn1c(=O)c2cc(C(=O)NCCOC)sc2c2ccccc21,0.8,96,2%,-12%,15%,-5%,-2%,-1.2%,/,/,-12%
O=[N+]([O-])c1cccc(CNCc2ccccc2)c1,0.1,68,-4%,14%,2%,0%,17%,-2.3%,i,0.2,-12%
Cc1ccc(C(=O)Nc2ccc(S(=O)(=O)NC3=NCCCCC3)cc2)c(C)c1,1.5,62,/,/,6%,/,-2%,/,i,0.3,/
CCC(=O)Nc1c(-c2ccc(C)cc2)c(=O)c2ccccc2n1C,0.7,101,2%,-12%,4%,5%,15%,0.0%,i,0.6,-7%
C#CCNC(=O)C1=C[C@H](c2coc3ccccc3c2=O)C[C@H](OCCCCO)O1,0.3,32,9%,-5%,7%,3%,-1%,0.2%,i,1.5,-5%
C/C(=N\NC(=O)c1ccccc1F)c1ccc(C#N)cc1,0.7,63,12%,2%,12%,-3%,0%,1.2%,i,0.0,-2%
Cc1ccc(OCC(=O)NNC(=O)CCC(=O)NCc2ccccc2)cc1,0.1,72,-2%,25%,5%,9%,-7%,-2.3%,i,1.3,-5%
Cc1c(Cc2ccccc2)c(NCCCO)n2c(nc3ccccc32)c1C#N,1.7,46,-4%,-6%,/,1%,0%,-1.5%,i,0.1,-8%
COCC[N+]1(C)CCCCC1,0.9,39,4%,-8%,4%,4%,2%,-0.3%,i,0.5,-7%
C=C(C)Cn1c(CCNC(=O)CCC)nc2ccccc21,-0.5,85,-1%,0%,0%,7%,14%,-1.4%,i,0.7,-3%
CCC(=O)Nc1cccc(NC(=O)CSc2nnc(-c3ccc(NS(C)(=O)=O)cc3)n2C)c1,0.3,34,2%,13%,1%,4%,-8%,0.0%,i,6.2,-2%
Cc1cc(C)cc(NC(=S)N2CCC(NC(=O)C3CC3)CC2)c1,-0.3,51,6%,1%,0%,18%,1%,-0.1%,i,0.6,-15%
Cc1nn(CCCC(=O)NCc2ccccc2)c(=O)c2nccn12,-2.5,45,18%,0%,0%,13%,/,0.2%,i,2.4,-8%
O=C(NCc1n[nH]c(=S)n1-c1ccccc1Cl)c1ccc(S(=O)(=O)N2CCCCC2)cc1,-2.3,45,-4%,19%,0%,5%,13%,-0.9%,i,0.3,-7%
Cc1csc(C(=O)NN)c1N(C)C,1.0,41,-4%,-5%,-7%,2%,0%,-1.9%,i,0.2,-5%
CSCCNC(=O)c1ccc(OC2CCN(CCc3ccccc3)CC2)cc1,-0.1,54,-4%,-8%,4%,-1%,-3%,0.6%,i,0.3,-12%
CC1(C)O[C@@H]1COc1c2ccoc2cc2oc(=O)ccc12,1.7,53,4%,-4%,13%,4%,3%,-1.5%,i,1.0,-4%
COc1cc(C(=O)Nc2ccc(S(=O)(=O)Nc3onc(C)c3C)cc2)cc(OC)c1OC,1.4,78,2%,10%,4%,-2%,8%,7.2%,i,0.2,0%
COc1ccc(N2CSC3=C(C#N)C(c4cccc(OC)c4OC)CC(=O)N3C2)cc1 (configuration not stated),-0.5,101,3%,16%,31%,8%,18%,-2.1%,i,2.4,-3%
CCCCCCCNC(=O)C1(CC2CC(c3ccc(Cl)cc3)=NO2)CCN(C(=O)OC(C)(C)C)CC1 (configuration not stated),0.2,75,-1%,-24%,2%,4%,1%,0.6%,i,0.6,-10%
CCOC(=O)CSc1nnc(N)s1,-0.6,51,1%,4%,13%,7%,13%,0.3%,i,1.3,-5%
Cc1ccc(N2C(=O)N(CC(=O)Nc3cccc(Cl)c3)C(=O)C2C)cc1 (configuration not stated),1.2,65,/,/,2%,/,-8%,/,i,0.4,/
COc1ccc(/C(CC2(O)C(=O)Nc3ccccc32)=N\O)cc1 (configuration not stated),0.4,76,-1%,16%,3%,-1%,5%,-1.8%,i,0.1,-4%
CN1CCN(C(=S)c2ccc(-c3cccc(Cl)c3Cl)o2)CC1,1.9,50,2%,-13%,4%,12%,-3%,9.9%,i,0.2,-3%
COc1cc(C(=O)N/N=C/c2ccc(OC(=O)c3cccc(C)c3)c(OC)c2)ccc1O,8.9,54,-7%,-10%,26%,-1%,7%,-0.3%,i,0.3,-7%
Cc1cc(NC(=O)CSCC(=O)N(c2ccc(F)cc2)C(C(=O)NC2CCCCC2)c2ccc(O)c(O)c2)no1 (configuration not stated),1.6,69,7%,18%,12%,-3%,2%,11%,i,1.1,-6%
O=C(/C=C/c1ccccc1[N+](=O)[O-])Nc1cccnc1,-1.1,55,10%,-10%,-4%,6%,5%,-2.0%,i,0.7,0%
Cc1cccc(OCCOc2ccccc2C=C(C#N)C#N)c1,/,/,4%,-13%,7%,2%,6%,10%,i,0.5,0%
C/C(=N\NC(=O)CNc1cccc2ccccc12)c1ccc(Br)s1,-2.1,53,1%,-4%,-12%,-2%,3%,12%,i,0.0,1%
CC(C)C(C(=O)C=[N+]=[N-])N1C(=O)c2ccccc2C1=O (configuration not stated),-0.2,55,-3%,-7%,5%,4%,6%,-2.6%,i,2.2,-8%
CCC(CC)C(=O)NN(C(=O)c1ccncc1)C1CC(=O)N(c2ccccc2)C1=O (configuration not stated),0.7,56,14%,10%,2%,1%,-7%,0.9%,i,0.5,-3%
Cc1cc(NC(=O)c2ccc(Cl)cc2)n(CCC#N)n1,-0.2,49,2%,-12%,11%,8%,-5%,0.4%,i,1.7,-5%
CCN(CC(=O)Nc1c(F)cccc1F)C(=O)CCc1ccc(OC)cc1,0.9,47,2%,-13%,4%,5%,1%,-1.6%,i,0.2,2%
COc1ccc(Cc2nc3ccc(C(=O)N4CCC(N(C)C)C4)cc3o2)cc1 (configuration not stated),0.3,64,-4%,0%,8%,11%,-7%,1.4%,i,0.2,-2%
CC(=O)Nc1ccc(NC(=O)CSc2nnc(-c3ccco3)o2)cc1,-0.7,29,4%,-5%,8%,3%,0%,1.7%,i,0.0,-11%
CNC(=O)c1cc2c(=O)n3cccc(C)c3nc2n(C(C)C)c1=N,-2.7,88,2%,-3%,16%,23%,-2%,1.1%,i,3.4,-56%
Cc1c(C)n(C)c2ccc(C(=O)NCCCN3CCN(C)CC3)cc12,1.1,66,-1%,5%,1%,3%,-2%,0.9%,i,1.4,-14%
CN(C)CCN(C(=O)c1cccc(N2C(=O)CCC2=O)c1)c1nc2ccc(Br)cc2s1,1.9,49,9%,5%,10%,3%,-1%,-1.9%,i,0.8,-10%
N#CC(C#N)=C1c2cc(S(=O)(=O)NCCO)ccc2-c2ccc(S(=O)(=O)NCCO)cc21,-0.1,56,-4%,18%,4%,7%,-12%,1.4%,i,0.7,-4%
COc1ccc(CNC(=O)CN(Cc2ccc(OC)cc2)C(=O)c2csnn2)cc1,-1.2,40,-1%,0%,-11%,9%,0%,-0.5%,i,0.2,-5%

# Some of these compounds in order of number of heavy atoms, high to low:
SMILES,NTR1 agonist,NTR1 agonist cell count 20 µM,Siah-1 displacement,GPR35 antagonists,MgcRacGAP inhibition,GPR55 antagonists,PhoP inhibition,HIV peptide binding,Myeloid diff 2,Myeloid diff 2 GFP+ MAC1+ %,LYP inhibition
CC(=O)Nc1ccc(NC(=O)CSc2nnc(-c3ccco3)o2)cc1,-0.7,29,4%,-5%,8%,3%,0%,1.7%,i,0.0,-11%
CNC(=O)c1cc2c(=O)n3cccc(C)c3nc2n(C(C)C)c1=N,-2.7,88,2%,-3%,16%,23%,-2%,1.1%,i,3.4,-56%
Cc1cc(NC(=O)c2ccc(Cl)cc2)n(CCC#N)n1,-0.2,49,2%,-12%,11%,8%,-5%,0.4%,i,1.7,-5%

# Screening results from PubChem.
